High-throughput results from PubChem.
ABCB6 inh 2 – blocks the human ABCB6 transporter; fluorescence ratio to DMSO, % at 10 µM; AID 602162; 360,000 compounds, 0.19% hits; K562-ABCB6 porphyrin accumulation, flow cytometry, 1 h; stronger effect = lower value; Q9NP58;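 active means fluorescence ratio to DMSO below 75%, the collection mean minus 3 SD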;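 further: signal is porphyrin accumulated inside mitochondria; 100% equals median channel fluorescence of DMSO control wells; lower ratio means ABCB6 inhibition with less porphyrin fluorescence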
MC4R antag cAMP – blocks human MC4R cAMP signaling | P32245 | MC4R-expressing cells, MTII-stimulated cAMP, LANCE TR-FRET | inhibition, % at 6.5 µM | 360,000 compounds, 0.48% hits | AID 540295;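 active means inhibition above its plate's cutoff, the mean of tested wells on that plate plus 3 SD, cut at about 29% in these data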;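 further: 0% = Melanotan II alone and 100% = Melanotan II plus saturating MCL0020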
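Material: human MC4R-expressing U2OS cells. Probe or stimulus: Melanotan II challenge. Dosing: 6.5 µM single dose. Times: 30-min compound, 1-h challenge, 1-h detection, room temperature. Technique: TR-FRET with Eu-cAMP and labeled anti-cAMP, 671 nm. Replication: singlicate.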
Vif inh – HIV Vif inhibition; inhibition, % at 7.49 µM; AID 602346; HEK293T cells, Vif self-association by quenched fluorescence, imaging, 24 h; 340,000 compounds, 0.35% hits; in the data active means inhibition above about 50%, passing the limit was not always enough; further: some results filed as inactive read as strong as hits
m5-HT2A agonist – agonists of mouse serotonin 5-HT2A receptor (HTR2A); AID 624169; activation, % at 7.6 µM; 360,000 compounds, 0.66% hits; CHO-K1 mHTR2A beta-arrestin complementation, luminescence; percent of 30 µM serotonin response; P35363;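 active means activation above a run cutoff, the mean activation of all tested compounds plus 3 SD, cut at about 14% in these data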;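 further: 0% = plate median of compound wells and 100% = 30 µM serotonin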
Target sequence (P35363 whole entry, looked up): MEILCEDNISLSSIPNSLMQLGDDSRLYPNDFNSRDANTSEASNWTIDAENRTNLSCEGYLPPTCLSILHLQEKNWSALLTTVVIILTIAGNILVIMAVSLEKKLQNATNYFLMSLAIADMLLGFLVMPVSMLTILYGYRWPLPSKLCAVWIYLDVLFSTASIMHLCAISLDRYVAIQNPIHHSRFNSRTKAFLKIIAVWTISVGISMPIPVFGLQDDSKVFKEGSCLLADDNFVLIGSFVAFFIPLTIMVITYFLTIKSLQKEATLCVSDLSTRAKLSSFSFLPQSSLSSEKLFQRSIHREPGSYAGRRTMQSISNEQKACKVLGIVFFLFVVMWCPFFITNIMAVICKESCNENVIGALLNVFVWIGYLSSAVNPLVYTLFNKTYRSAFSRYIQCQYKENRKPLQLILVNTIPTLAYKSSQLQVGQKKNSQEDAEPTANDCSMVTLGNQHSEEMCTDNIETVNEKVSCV
MC4R barr agon – activates human MC4R beta-arrestin recruitment; activation, % at 8.9 µM; AID 540308; 360,000 compounds, 0.98% hits; U2OS MC4R beta-arrestin complementation, luminescence; percent of melanotan II response, DMSO zero; P32245;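 active means activation above a per-plate cutoff, the mean activation of sample wells on that plate plus 3 SD, cut at about 8% in these data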
Glyco luc inh – N-linked glycosylation inhibition; D54 ERlucT glycosylation luciferase reporter, 24 h; percent of 100 nM tunicamycin response; reporter increase, % at 12.5 µM; 360,000 compounds, 0.23% hits;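 active means mean luciferase reporter signal, scaled so untreated is 0 and the glycosylation-blocking control 100, at or above a set limit in every replicate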;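 further: luciferase carries N-glycosylation sites so blocking glycosylation raises the light; 0% = median of neutral control wells and 100% = median of 100 nM tunicamycin wells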
PDI turbidity – inhibitors of human protein disulfide isomerase; P07237; PDI insulin aggregation turbidity, A650, 90 min; inhibition, % at 10 µM; 350,000 compounds, 0.052% hits;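 active means mean inhibition across replicates of 30% or more, whatever share of single replicates reach that level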;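 further: absorbance from insulin aggregation driven by PDI reduction with DTT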
Target sequence (P07237 whole entry, looked up): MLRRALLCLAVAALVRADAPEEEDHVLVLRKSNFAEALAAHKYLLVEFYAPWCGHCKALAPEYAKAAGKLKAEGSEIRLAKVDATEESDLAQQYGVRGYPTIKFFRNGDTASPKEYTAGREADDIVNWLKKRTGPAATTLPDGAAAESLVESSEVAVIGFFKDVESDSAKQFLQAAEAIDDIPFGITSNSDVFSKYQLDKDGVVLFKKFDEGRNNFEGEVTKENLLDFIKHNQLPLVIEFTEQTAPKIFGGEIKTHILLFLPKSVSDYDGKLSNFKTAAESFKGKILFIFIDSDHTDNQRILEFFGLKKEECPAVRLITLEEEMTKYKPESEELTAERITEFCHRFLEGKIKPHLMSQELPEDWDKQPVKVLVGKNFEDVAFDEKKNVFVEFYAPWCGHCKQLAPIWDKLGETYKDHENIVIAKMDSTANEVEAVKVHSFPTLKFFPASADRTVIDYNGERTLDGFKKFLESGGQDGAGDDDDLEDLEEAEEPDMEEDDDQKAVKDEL
H9c2 protect – modulators protecting cardiomyocytes from myocardial damage; H9c2 cardiomyocytes, H2O2 injury protection, ATPLite, 2 h; protection from H2O2 cell death, % at 20 µM; 360,000 compounds, 0.63% hits;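 active means compounds giving at least 50% protection of heart cells from peroxide-induced death in the single-dose screen, raw or plate-pattern-corrected value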;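 further: 0% = DMSO wells with peroxide and 100% = DMSO wells without peroxide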
CaV13 ICDI inh – Primary screen for inhibitors of IQ motif and Ca2+-dependent inactivation inhibitor domain binding in CACNA1D, Förster resonance energy transfer in living cells, …; HEK cells, CFP/YFP FRET ICDI-IQ, plate reader, 10 min; percent FRET-ratio fall versus neutral wells; inhibition, % at 12.3 µM; 340,000 compounds, 0.098% hits; AID 743397;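 active means mean replicate inhibition of at least 30% and at least 1% of replicates passing that level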;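 further: 0% = median of the neutral control wells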
aDG glyco act – increases alpha dystroglycan glycosylation | Pro5-aDG cells, alpha-DG glycosylation AlphaScreen (IIH6); 0% Pro5, 100% B10-LARGE cell signal | activation, % at 10 µM | 360,000 compounds, 0.22% hits | AID 624168;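 active means activation of at least 8% versus controls, or a plate z-score of at least 8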;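 further: Pro5 are CHO cells carrying HIG-tagged alpha-DG that lacks glycosylation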
* hit, by the source's call.

How did CC(=O)Nc1cccc(NC(=S)Nc2cccc(Cl)c2C)c1 do in these assays?
ABCB6 inh 2: 106; MC4R antag cAMP: 0; Vif inh: -3; m5-HT2A agonist: 2; MC4R barr agon: -1.1; Glyco luc inh: 1; PDI turbidity: -2; H9c2 protect: -8; CaV13 ICDI inh: 6; aDG glyco act: 0.0

What do the screens show for `O=S(=O)(c1cc(C(F)(F)F)ccc1Cl)N1CCCCCC1`?
ABCB6 inh 2: 100; MC4R antag cAMP: 11; Vif inh: 1; m5-HT2A agonist: 0; MC4R barr agon: 3.4; Glyco luc inh: -2; PDI turbidity: 2; H9c2 protect: -8; CaV13 ICDI inh: -8; aDG glyco act: -0.1

How did CC(C)c1ccc(C2CC(=O)c3cnc(N4CCc5ccccc5C4)nc3C2)cc1 (configuration not stated) do in these assays?
ABCB6 inh 2: 99; MC4R antag cAMP: 0; Vif inh: -3; m5-HT2A agonist: 3; MC4R barr agon: 2.2; Glyco luc inh: 1; PDI turbidity: -6; H9c2 protect: -10; CaV13 ICDI inh: -9; aDG glyco act: 0.5

What do the screens show for `CCOC(=O)C1=C(C)N=C2SCCC(=O)N2C1c1ccc(C(=O)OC)cc1` (configuration not stated)?
ABCB6 inh 2: 104; MC4R antag cAMP: 9; Vif inh: 0; m5-HT2A agonist: -1; MC4R barr agon: -1.2; Glyco luc inh: 0; PDI turbidity: 16; H9c2 protect: 3; aDG glyco act: 0.0

Results for O=S(=O)(c1ccc(F)c(Cl)c1)N1CCCC1 ?
ABCB6 inh 2: 98; MC4R antag cAMP: 2; m5-HT2A agonist: 8; MC4R barr agon: 0.9; Glyco luc inh: 0; PDI turbidity: 8; H9c2 protect: -1; CaV13 ICDI inh: -6; aDG glyco act: 0.1

How did Cc1ccc(/C=C/c2nc3ccccc3c(=O)[nH]2)cc1 do in these assays?
ABCB6 inh 2: 100; MC4R antag cAMP: -1; Vif inh: -1; m5-HT2A agonist: -5; MC4R barr agon: 3.2; Glyco luc inh: -20; PDI turbidity: -3; H9c2 protect: -25; CaV13 ICDI inh: -3; aDG glyco act: -0.2

How did Cn1c(N)c(C(=O)COC(=O)COc2ccc(C#N)cc2)c(=O)n(C)c1=O do in these assays?
ABCB6 inh 2: 97; MC4R antag cAMP: 16; Vif inh: 4; m5-HT2A agonist: -1; MC4R barr agon: -1.7; Glyco luc inh: 2; PDI turbidity: -3; H9c2 protect: 1; CaV13 ICDI inh: -6; aDG glyco act: 0.0

How did CC(C)[C@@H](C(=O)N1CCCC1)N1C(=O)N2CCc3c([nH]c4ccccc34)[C@@]2(C)C1=O do in these assays?
ABCB6 inh 2: 99; MC4R antag cAMP: 10; Vif inh: -19; m5-HT2A agonist: 0; MC4R barr agon: -2.5; Glyco luc inh: -2; H9c2 protect: 0; aDG glyco act: -0.3

What do the screens show for `CC1(C(=O)OCC(=O)NC(=O)c2ccccc2)CC1(Cl)Cl` (configuration not stated)?
ABCB6 inh 2: 101; MC4R antag cAMP: -1; Vif inh: 21; m5-HT2A agonist: 4; MC4R barr agon: -3.0; Glyco luc inh: 1; PDI turbidity: -8; H9c2 protect: -3; CaV13 ICDI inh: -6; aDG glyco act: 0.0

How did COCCc1nc2ccc(C(=O)N3CCCC(CCCO)C3)cc2o1 (configuration not stated) do in these assays?
ABCB6 inh 2: 93; MC4R antag cAMP: 9; Vif inh: -24; m5-HT2A agonist: 4; MC4R barr agon: -1.5; Glyco luc inh: -1; PDI turbidity: 3; H9c2 protect: -1; CaV13 ICDI inh: -7; aDG glyco act: -0.2

What do the screens show for `CNC(=O)C[C@H]1C(=O)N(Cc2ccccc2)C[C@@H]1C`?
ABCB6 inh 2: 97; MC4R antag cAMP: 1; Vif inh: 10; m5-HT2A agonist: 3; MC4R barr agon: -1.4; Glyco luc inh: 5; PDI turbidity: -10; H9c2 protect: 4; CaV13 ICDI inh: -8; aDG glyco act: 0.2

What do the screens show for `CC(C1CC1)N(Cc1ccccc1)C(=O)NC(=O)c1ccccc1` (configuration not stated)?
ABCB6 inh 2: 96; MC4R antag cAMP: 10; Vif inh: 13; m5-HT2A agonist: 2; MC4R barr agon: 1.2; Glyco luc inh: -1; PDI turbidity: 2; H9c2 protect: 16; CaV13 ICDI inh: -6; aDG glyco act: -0.1

Results for Cc1ccc(CC(=O)N2CCN(C(=O)c3ccco3)CC2)cc1 ?
ABCB6 inh 2: 97; MC4R antag cAMP: 13; Vif inh: -6; m5-HT2A agonist: 5; MC4R barr agon: -0.8; Glyco luc inh: 1; PDI turbidity: -6; H9c2 protect: 10; CaV13 ICDI inh: 1; aDG glyco act: -0.2

Results for COCc1c(Br)c(C)[nH]c(=O)c1C#N ?
ABCB6 inh 2: 97; MC4R antag cAMP: -2; Vif inh: 3; m5-HT2A agonist: -2; MC4R barr agon: 0.0; Glyco luc inh: 1; PDI turbidity: -3; H9c2 protect: 4; CaV13 ICDI inh: -5; aDG glyco act: -0.4

What do the screens show for `CCOc1ncccc1C(=O)NCCc1ccc(S(N)(=O)=O)cc1`?
ABCB6 inh 2: 163; MC4R antag cAMP: 0; Vif inh: -5; m5-HT2A agonist: 2; MC4R barr agon: -1.8; Glyco luc inh: 4; PDI turbidity: 5; H9c2 protect: -4; CaV13 ICDI inh: -3; aDG glyco act: -0.1

How did CCOC(=O)C1C(c2cccc(Cl)c2Cl)NC(=O)NC1(O)C(F)(F)F (configuration not stated) do in these assays?
ABCB6 inh 2: 102; MC4R antag cAMP: 9; Vif inh: 0; m5-HT2A agonist: 4; MC4R barr agon: 0.7; Glyco luc inh: 1; PDI turbidity: 6; H9c2 protect: 5; CaV13 ICDI inh: -4; aDG glyco act: -0.1

How did COc1cc(NC(=O)c2cc3nc(C)cc(C)n3n2)c(OC)cc1Cl do in these assays?
ABCB6 inh 2: 104; MC4R antag cAMP: 14; Vif inh: 6; m5-HT2A agonist: 3; MC4R barr agon: 1.1; Glyco luc inh: 0; PDI turbidity: -7; H9c2 protect: 22; CaV13 ICDI inh: 0; aDG glyco act: -0.2

Results for O=C(O)c1ncn(Cc2ccc(Br)cc2)c1C(=O)O ?
ABCB6 inh 2: 95; MC4R antag cAMP: 21; Vif inh: 4; m5-HT2A agonist: 2; MC4R barr agon: 0.3; Glyco luc inh: 2; PDI turbidity: 0; H9c2 protect: -1; CaV13 ICDI inh: -3; aDG glyco act: 0.1

What do the screens show for `Cc1ccc(-c2nn3c(C)nnc3s2)cc1NC(=O)c1ccc(-c2cccc(Cl)c2)o1`?
ABCB6 inh 2: 95; MC4R antag cAMP: 2; Vif inh: 0; m5-HT2A agonist: -3; MC4R barr agon: 13*; Glyco luc inh: -1; PDI turbidity: 1; H9c2 protect: 65*; CaV13 ICDI inh: -6; aDG glyco act: 0.3

How did O=c1cc(CSc2nnnn2-c2ccc(O)cc2)nc2sccn12 do in these assays?
ABCB6 inh 2: 96; MC4R antag cAMP: -1; Vif inh: 8; m5-HT2A agonist: 1; MC4R barr agon: -0.3; Glyco luc inh: -4; PDI turbidity: 39*; H9c2 protect: 47; CaV13 ICDI inh: -2; aDG glyco act: -1.0

How did O=C(Nc1ccccn1)c1onc2c1CCCC2 do in these assays?
ABCB6 inh 2: 97; MC4R antag cAMP: 0; Vif inh: -10; m5-HT2A agonist: -2; MC4R barr agon: -0.6; Glyco luc inh: -22; PDI turbidity: 0; H9c2 protect: -24; CaV13 ICDI inh: -9; aDG glyco act: -0.4

How did Fc1ccc(CNc2ncccn2)cc1 do in these assays?
ABCB6 inh 2: 91; MC4R antag cAMP: -6; Vif inh: -7; m5-HT2A agonist: 9; MC4R barr agon: -0.4; Glyco luc inh: 1; PDI turbidity: -7; H9c2 protect: 5; CaV13 ICDI inh: -5; aDG glyco act: -0.2

Results for COc1ccc(CCC(=O)NNC(=O)c2ccccn2)cc1OC ?
ABCB6 inh 2: 97; MC4R antag cAMP: 1; Vif inh: 1; m5-HT2A agonist: -8; MC4R barr agon: -0.9; Glyco luc inh: 0; PDI turbidity: 9; H9c2 protect: 10; CaV13 ICDI inh: -6; aDG glyco act: 0.8

What do the screens show for `CCN(CC)S(=O)(=O)c1ccc(Cl)c(C(=O)NC2CCN(Cc3ccccc3)CC2)c1`?
ABCB6 inh 2: 91; MC4R antag cAMP: 7; Vif inh: 1; m5-HT2A agonist: -9; MC4R barr agon: -2.2; Glyco luc inh: -1; PDI turbidity: 9; H9c2 protect: -4; CaV13 ICDI inh: -2; aDG glyco act: 0.6

What do the screens show for `N#CC1(NC(=O)COC(=O)Cn2[nH]c(=O)c3ccccc3c2=O)CCCCC1`?
ABCB6 inh 2: 103; MC4R antag cAMP: 1; Vif inh: -7; m5-HT2A agonist: -4; MC4R barr agon: -3.8; Glyco luc inh: 1; PDI turbidity: -2; H9c2 protect: 74*; CaV13 ICDI inh: -5; aDG glyco act: 0.3

Results for COc1ccc(N2CC(C(=O)OCC(=O)c3ccccc3)CC2=O)cc1 (configuration not stated) ?
ABCB6 inh 2: 121; MC4R antag cAMP: 4; Vif inh: 14; m5-HT2A agonist: -7; MC4R barr agon: -1.3; Glyco luc inh: 1; PDI turbidity: 0; H9c2 protect: -3; CaV13 ICDI inh: 0; aDG glyco act: -0.3

Results for O=C(COC(=O)c1cc([N+](=O)[O-])ccc1N1CCOCC1)NCc1ccccc1 ?
ABCB6 inh 2: 89; MC4R antag cAMP: -1; m5-HT2A agonist: 4; MC4R barr agon: 0.0; Glyco luc inh: 10; PDI turbidity: 5; H9c2 protect: 1; CaV13 ICDI inh: -7; aDG glyco act: 0.0

What do the screens show for `CCOc1ccc(N2C(=O)CC(N)C2=O)cc1` (configuration not stated)?
ABCB6 inh 2: 104; MC4R antag cAMP: 7; Vif inh: 7; m5-HT2A agonist: -3; MC4R barr agon: -0.4; Glyco luc inh: -1; PDI turbidity: -5; H9c2 protect: -37; aDG glyco act: 0.5

An excerpt from above in order of count of non-hydrogen atoms, rising.
What do the screens show for `CCOc1ccc(N2C(=O)CC(N)C2=O)cc1` (configuration not stated)?
ABCB6 inh 2: 104; MC4R antag cAMP: 7; Vif inh: 7; m5-HT2A agonist: -3; MC4R barr agon: -0.4; Glyco luc inh: -1; PDI turbidity: -5; H9c2 protect: -37; aDG glyco act: 0.5

Results for O=C(O)c1ncn(Cc2ccc(Br)cc2)c1C(=O)O ?
ABCB6 inh 2: 95; MC4R antag cAMP: 21; Vif inh: 4; m5-HT2A agonist: 2; MC4R barr agon: 0.3; Glyco luc inh: 2; PDI turbidity: 0; H9c2 protect: -1; CaV13 ICDI inh: -3; aDG glyco act: 0.1

Results for COc1ccc(CCC(=O)NNC(=O)c2ccccn2)cc1OC ?
ABCB6 inh 2: 97; MC4R antag cAMP: 1; Vif inh: 1; m5-HT2A agonist: -8; MC4R barr agon: -0.9; Glyco luc inh: 0; PDI turbidity: 9; H9c2 protect: 10; CaV13 ICDI inh: -6; aDG glyco act: 0.8
